# Assay outcomes deposited in PubChem BioAssay by Johns Hopkins Ion Channel Center.
# Kir21 inh – inhibitors of mouse Kir2.1 inward-rectifier potassium channel; B-score at 10 µM; HEK293-Kir2.1, FluxOR thallium flux fluorescence; active compounds read low; Inward rectifier potassium channel 2 (Mus musculus), P35561; actives 0.85% (n = 310,000);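 active = fluorescence ratio B-score at or below minus 3 SD of library scores, with starting-brightness B-score within 2 SD, cut at about -4.2 in these data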;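 also: channel flux triggered by added potassium and thallium sulfate stimulus; B-score of peak minus minimum fluorescence over baseline after thallium stimulus; more negative B-score means stronger Kir2.1 block with less thallium influx; some compounds called inactive have numbers as strong as hits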
# Target sequence (P35561 whole entry, looked up): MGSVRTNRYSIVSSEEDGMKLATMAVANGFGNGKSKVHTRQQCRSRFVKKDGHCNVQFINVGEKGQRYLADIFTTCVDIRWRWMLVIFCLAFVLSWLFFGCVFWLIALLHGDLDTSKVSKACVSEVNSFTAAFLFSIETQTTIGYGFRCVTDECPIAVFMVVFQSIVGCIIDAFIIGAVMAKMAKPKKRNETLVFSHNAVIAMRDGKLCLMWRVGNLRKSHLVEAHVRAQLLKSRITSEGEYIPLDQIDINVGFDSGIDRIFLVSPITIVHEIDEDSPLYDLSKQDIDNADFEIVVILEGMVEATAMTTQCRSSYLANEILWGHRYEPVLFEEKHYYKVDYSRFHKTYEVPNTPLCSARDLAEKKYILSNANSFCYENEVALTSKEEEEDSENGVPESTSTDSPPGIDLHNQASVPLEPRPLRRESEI
# CHT block – inhibitors of human choline transporter CHT; AID 488975, 2010; B-score at 10 µM; actives 0.86% (n = 310,000); CHT-expressing cells, membrane potential dye, choline response; active compounds read low;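 active = B-score over 3 SD under the library average, and starting fluorescence ratio not unusually high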;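 also: choline stimulus applied at its EC90 after an EC20 pre-addition; B-score computed on integrated fluorescence ratio after choline addition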
# Target sequence (Q9GZV3 whole entry, looked up): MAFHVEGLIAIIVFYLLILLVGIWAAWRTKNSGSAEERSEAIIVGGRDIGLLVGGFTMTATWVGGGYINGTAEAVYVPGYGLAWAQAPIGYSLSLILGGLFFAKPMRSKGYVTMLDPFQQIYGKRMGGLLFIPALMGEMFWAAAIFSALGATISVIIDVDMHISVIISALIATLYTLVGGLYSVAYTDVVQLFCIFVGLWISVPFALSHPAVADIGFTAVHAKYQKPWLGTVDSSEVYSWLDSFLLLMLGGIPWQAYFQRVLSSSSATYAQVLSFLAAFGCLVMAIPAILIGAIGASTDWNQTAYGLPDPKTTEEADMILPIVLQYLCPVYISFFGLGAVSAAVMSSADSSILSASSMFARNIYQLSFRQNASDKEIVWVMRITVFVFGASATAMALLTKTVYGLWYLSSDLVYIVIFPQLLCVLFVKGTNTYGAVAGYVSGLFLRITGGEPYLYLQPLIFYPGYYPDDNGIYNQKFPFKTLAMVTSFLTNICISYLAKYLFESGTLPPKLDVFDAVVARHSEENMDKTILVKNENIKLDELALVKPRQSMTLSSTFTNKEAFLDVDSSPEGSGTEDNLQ
# The depositor's hits bear a star; i = inactive; x = no result given; & = joins results of further samples.
# The opening two compounds, to show the layout:
SMILES,Kir21 inh,CHT block
CCc1[nH]c(=O)c(C#N)c2c1COC(C)(C)C2,0.15,i
CCN1C(=NCCc2cccnc2)N[C@@H](c2ccccc2)[C@H](C(=O)OC)[C@H]1C,1,i

# Results, from the first entry:
SMILES,Kir21 inh,CHT block
CCc1[nH]c(=O)c(C#N)c2c1COC(C)(C)C2,0.15,i
CCN1C(=NCCc2cccnc2)N[C@@H](c2ccccc2)[C@H](C(=O)OC)[C@H]1C,1,i
COCC(C)NC(=O)c1ccc(-n2nc(C(F)(F)F)cc2-c2cccs2)cc1 (stereo not given),-0.29,i
COCCNC(=O)c1cn(C)c(=O)c2cc(OC)c(OC)cc12,-0.98,i
CCOC(=O)CCc1c(C)nc2c(c(C)nn2C(C)(C)C)c1C,0.01,i
COC(=O)[C@@H]1C[C@@]2(O)[C@@H](O)[C@@H](O)[C@@H](O)C[C@H]2N1Cc1cc(OC)cc(OC)c1,0.94,i
O=C(O)c1ccc(-n2nc(C(F)(F)F)c3c2-c2ccoc2CC3)cc1,-0.75,i
COCCn1c(C)cc(C(=O)CSc2nc3ccccc3c(=O)n2Cc2ccco2)c1C,-0.3,i
Cc1cccc(N(CC(N)=O)S(C)(=O)=O)c1C,-0.64,i
COC(=O)Cc1cc(=O)n2c(nc3ccccc32)[nH]1,-0.21,i
COc1ccccc1CNC(=O)COc1ccc(S(=O)(=O)N2CCCC2)cc1,-1.1,i
CCOc1ccc(N=Nc2cc(C(C)C)ccc2O)cc1,1.6,i
CCn1nc(NC(C)=O)c2cc3cccc(C)c3nc21,-0.02,i
COc1cc(NC(=O)CN2CCN(c3ccccc3O)CC2)c(C)cc1[N+](=O)[O-],1.6,i
C=CCNC(=S)N1CCN(c2cccc(C(F)(F)F)c2)CC1,1.4,i

# A draw from above in order of SMILES length, highest first:
SMILES,Kir21 inh,CHT block
COC(=O)[C@@H]1C[C@@]2(O)[C@@H](O)[C@@H](O)[C@@H](O)C[C@H]2N1Cc1cc(OC)cc(OC)c1,0.94,i
CCN1C(=NCCc2cccnc2)N[C@@H](c2ccccc2)[C@H](C(=O)OC)[C@H]1C,1,i
COc1cc(NC(=O)CN2CCN(c3ccccc3O)CC2)c(C)cc1[N+](=O)[O-],1.6,i
COCCn1c(C)cc(C(=O)CSc2nc3ccccc3c(=O)n2Cc2ccco2)c1C,-0.3,i
COCC(C)NC(=O)c1ccc(-n2nc(C(F)(F)F)cc2-c2cccs2)cc1 (stereo not given),-0.29,i
O=C(O)c1ccc(-n2nc(C(F)(F)F)c3c2-c2ccoc2CC3)cc1,-0.75,i
COc1ccccc1CNC(=O)COc1ccc(S(=O)(=O)N2CCCC2)cc1,-1.1,i
CCOC(=O)CCc1c(C)nc2c(c(C)nn2C(C)(C)C)c1C,0.01,i
COCCNC(=O)c1cn(C)c(=O)c2cc(OC)c(OC)cc12,-0.98,i
C=CCNC(=S)N1CCN(c2cccc(C(F)(F)F)c2)CC1,1.4,i
COC(=O)Cc1cc(=O)n2c(nc3ccccc32)[nH]1,-0.21,i
CCc1[nH]c(=O)c(C#N)c2c1COC(C)(C)C2,0.15,i
CCn1nc(NC(C)=O)c2cc3cccc(C)c3nc21,-0.02,i
Cc1cccc(N(CC(N)=O)S(C)(=O)=O)c1C,-0.64,i

# Next structures
SMILES,Kir21 inh,CHT block
CN(C)/C=C(\C#N)C(=O)N/N=C/c1ccc(F)cc1,-0.95,i
Cc1ccc(O)c(N=Nc2ccccc2)n1,0.77,i
COc1ccc(CN2CC(C(=O)NC3CCCCC3)CC2=O)cc1 (stereo not given),0.64,i
C/C(=N\NC(=O)c1cccc(S(=O)(=O)N2CCCC2)c1)c1ccco1,0.03,i
CCN(CC)c1nc(OC)nc(-n2nnc(C(C)=O)c2C)n1,0.8,i
COc1nc(C#N)c(N2CCOCC2)o1,1.2,i
CCCn1c(NCc2ccco2)nc2c1c(=O)n(C)c(=O)n2C,-0.31,i
O=C(COc1ccc([N+](=O)[O-])cc1)NCCC1=CCCCC1,-0.32,i
CCOc1ccc(/C=C2\SC(=O)N(c3ccc(O)cc3)C2=O)cc1OC,-3.9,i
CCc1cccc(CC)c1NC(=O)/C(C#N)=C/c1ccccc1C(F)(F)F,-0.61,i
COc1ccc(/C=N/Nc2nc(-c3ccc(C)cc3)c(NC(C)=O)s2)cc1OC,-1.5,i
O=C(CCC(=O)N(CC(=O)NC1CCCCC1)CC1CCCO1)Nc1nccs1 (stereo not given),-0.02,i
COc1cccc(NC(=O)N2CCCC2C(=O)Nc2cc(C)ccc2OC)c1 (stereo not given),-1.6,i
Cc1oc2c(cc(NS(=O)(=O)c3ccc4c5c(cccc35)C(=O)N4)c3ccccc32)c1C(=O)OC(C)C,0.4,i
Cc1ccc(S(=O)(=O)NNC(=O)c2sc3nc(C)cc(C)c3c2-n2cccc2)cc1,2.3,-5*
COC(=O)c1[nH]c2c(c1C)C(=O)CC(c1cc(OC)c(OC)c(OC)c1)C2 (stereo not given),-1.8,i
COc1cc(OC)c2c(-c3ccccc3)cc(=O)oc2c1C(CCN1CCCC(C)C1)c1ccc(N(C)C)cc1 (stereo not given),-1.8,-6*
Cc1ccccc1-n1nnnc1SCC(=O)Nc1ccc(S(=O)(=O)N2CCCC2)cc1,-0.67,i
CCOc1cc(C(C(=O)NCC2CCCO2)N(C(=O)Cn2nnc3ccccc32)c2cccc(OC)c2)ccc1O (stereo not given),-0.52,i
COc1cc(OC)cc(-c2nc3ccccc3c(=O)n2OC(=O)c2ccccc2C)c1,1.6,i
CCCn1c(=O)c(C(=O)NCc2cccnc2)c(O)c2ccccc21,-0.51,i
COc1ccc(C(=O)/C=C/Nc2ccc(S(=O)(=O)Nc3nc(C)cc(C)n3)cc2)cc1OC,-0.96,i
COc1ccc(-c2cc(C(=O)NN3CCOCC3)c3ccccc3n2)cc1OC,1.2,x
O=C(CCl)Nc1ccc(S(=O)(=O)Nc2nccs2)cc1,0.38,i
N#Cc1nc(-c2ccc(F)cc2)oc1NCc1ccco1,1.1,i
CSCCC(NC(=O)C1CCCCC1)c1nc2ccccc2[nH]1 (stereo not given),-0.24,i
C=CCSc1nnc(-c2sc(-c3ccccc3)nc2C)n1C,-0.05,i
CCCCSC1(SCCCC)N=C(N)C2(C#N)C(c3ccccc3)NC(C)=C(C)C12C#N (stereo not given),-0.27,i
Cc1ccc(C2N(c3cccc(Cl)c3)C(=O)N3CCCN23)cc1 (stereo not given),-0.37,i
O=[N+]([O-])c1ccc(Cc2ccccn2)c([N+](=O)[O-])c1,-0.26,i
CC(C)Oc1ccc(Br)cc1C(=O)N/N=C/c1c[nH]c2ccccc12,-0.8,i
CCOc1ccc2nc(/N=C/c3c(C)[nH]n(-c4ccccc4)c3=O)sc2c1,-0.04,i
O=c1c2[nH]c3ccc(Cl)cc3c2ncn1CCN1CCCCC1,1.4,i
COc1cc(OC)c(OC)cc1CCC(C)NCCC(c1ccccc1)c1ccccc1 (stereo not given),-11*,i
CCOc1ccc(C(=O)N2CCC(C(=O)c3ccc4c(c3)OCCO4)CC2)cc1,-0.4,i
CCCCn1c(=O)[nH]c(=O)c2c1nc(-c1ccc(-c3ccccc3Br)o1)n2CC,0.26,i
Cc1cc2c(N=NC(=O)C3CC3c3ccccc3)c(O)[nH]c2cc1Br (stereo not given),0.02,i
CCc1cc(=O)oc2cc(C)cc(OCC(=O)NCC(O)c3ccccc3)c12 (stereo not given),0.02,i
Cc1c(N/C=C/C(=O)c2cccs2)c(=O)n(-c2ccccc2)n1C,2.8,i
Cn1c(N)c(C(=O)Nc2c(Cl)cccc2Cl)sc1=S,-0.79,i
CCCCOc1ccc(-c2cnc3ccccc3n2)cc1,0.97,i
Cc1c(C)c2ccc(OCC(=O)Nc3cccnc3)cc2oc1=O,0,i
CSc1ccccc1-c1nnc(-c2ccc(Cl)c(Cl)c2)o1,0,i
O=C(Nc1ccccn1)c1ccc(=O)[nH]n1,1.4,i
COc1ccc(S(=O)(=O)N2CCCCCC2)cc1C(=O)OCc1cccc(OC)c1OC,0.64,i
COc1ccccc1N(CC(=O)Nc1ccc(F)c(F)c1)S(C)(=O)=O,-0.03,i
COc1ccc(C(C(=O)NC2CCCCC2)N(C(=O)c2ccco2)c2ccccc2OC)cc1 (stereo not given),-0.99,i
COC(=O)C1=C(N)OC2=C(C(=O)CCC2)C1c1cccnc1 (stereo not given),1.8,i
Cc1ccc(C(C(=O)NC(C)(C)C)N(Cc2cccs2)C(=O)c2csnn2)cc1 (stereo not given),0,i
O=C(CN1CCN(c2ccccc2)CC1)Nc1nccs1,x,i
CCCCOc1ccc(C(=O)NCc2ccco2)cc1,-2.8,i
Cn1c(SCC(=O)NCC2CCCO2)ncc(C(=O)Nc2ccc(Cl)cc2)c1=O (stereo not given),-1.7,i
CCOc1ccc(CCNC(=O)COC(=O)c2cc(OC)c(OC)c(OC)c2)cc1OCC,-1.9,i
CC1=Nc2ccc(C)cc2/C1=C/c1c(N)n2oc(C)cc2nc1=O,0.86&0.96,i
COc1ccc(S(=O)(=O)NC(C)C(=O)NCc2ccc3c(c2)OCO3)cc1OC (stereo not given),0.82,i
COC(=O)c1ccccc1NC(=O)C/C(C)=N/NC(=O)CC#N,0.06,i
COc1ccc(S(=O)(=O)NCC2CCC(C(=O)NCC(OC)OC)CC2)cc1 (stereo not given),-2.9,i
CCC(c1nnnn1Cc1ccccc1)N1CCN(c2ccc(OC)cc2)CC1 (stereo not given),1.9,i
CC(NC(=O)c1ccccc1)c1nnc(SCC(=O)NC2CCCC2)n1C (stereo not given),0.08,i
CC1(C)OC(C(=O)NC2CCCCC2)C(C(=O)NC2CCCCC2)O1 (stereo not given),1.4,i

# Remaining list, next part.
SMILES,Kir21 inh,CHT block
CCOC(=O)c1sc2c(c1C)c(=O)c(C(=O)OCC)cn2CC,0.05,i
O=C(O)c1ccccc1NC(=O)C1C2C=CC(C2)C1C(=O)O (stereo not given),0.86,i
CC1CN(C(=O)C(C)Sc2nnnn2C)CC(C)O1 (stereo not given),-1.8,i
COc1cc2c(cc1OC)-c1cc(Nc3ccc(C)cc3)nc(=O)n1CC2,-0.32,i
COc1ccc2oc(-c3ccc(C)c(NC(=O)CSc4ccc(Cl)cc4)c3)nc2c1,0,i
CCCc1c(C)nc(N2CCN(c3ccc(F)cc3)CC2)[nH]c1=O,0.02,i
Cc1ccc2nc(-c3ccc(S(=O)(=O)N4CCOCC4)cc3)cn2c1,-1,x
CCCC1(C(=O)OCC)NC(c2ccc(OC)cc2OC)C2C(=O)N(c3ccc4c(c3)OCCO4)C(=O)C21 (stereo not given),1.6,i
O=C(NC1CCCCC1)C1Cc2ccccc2CN1S(=O)(=O)c1ccc(F)cc1 (stereo not given),-1.1,i
O=C(Oc1cccc2cccnc12)c1ccc(N2C(=O)C3C4CCC(C4)C3C2=O)cc1 (stereo not given),1.9,i
COc1ccc(CCNC(=O)CS(=O)(=O)c2cn(CC(=O)N(C(C)C)C(C)C)c3ccccc23)cc1OC,-1.2,i
O=C(CCS(=O)(=O)Cc1ccccc1)Nc1ccc2c(c1)OCCO2,-0.63,i
CN(C)CC(=O)Nc1cc(C(F)(F)F)ccc1Cl,0.56,i
CCN(CC(=O)Nc1ccc(NC(C)=O)cc1)C(=O)c1cc(-c2ccccc2)nn1-c1ccccc1,-0.21,i
Cc1nc(Cl)c(C(=O)Nc2cccc(F)c2)c(C)c1Cl,0.03,i
COc1ccc(OC)c(-c2csc(NC(=O)C3=NN(c4ccccc4)C(=O)CC3)n2)c1,1.6,i
c1ccc(Cn2nnnc2C(c2cccnc2)N2CCN(c3ccccc3)CC2)cc1 (stereo not given),2.4,i
COc1ccc(/C=C/C(=O)Nc2nc(C)cc(C)n2)cc1OC,0.92,i
COc1cccc(C(=O)c2c(C)c(CCC#N)n3ccccc23)c1,-0.14,i
Cc1cc(C)c(OCC(=O)N(C)CC(=O)Nc2ccc(N3CCOCC3)cc2)c(C)c1,-0.16,i
COc1ccc2nc(NC(=O)CSc3nnc(-c4ccoc4C)n3C)sc2c1,-2.5,i
COc1ccc(NC(=O)C2CCCN2C(=O)Nc2ccc(OC)cc2)cc1 (stereo not given),-1.1,x
CCN(CC(=O)Nc1c(F)cccc1F)C(=O)c1ccc(S(=O)(=O)NCc2ccco2)cc1,2.4,i
COc1ccc(C)cc1NC(=O)COC(=O)c1ccc([N+](=O)[O-])o1,-0.08,i
O=C(CN1CCN(S(=O)(=O)c2ccccc2)CC1)Nc1ccc(Cl)c([N+](=O)[O-])c1,-1,i
Cc1ccc(N2N=C(c3ccc(Br)cc3)CCC2=O)cc1,1.8,i
Cc1cc(=O)n2nc(N3CCC(C(=O)NCc4ccc(F)cc4)CC3)sc2n1,1.3,i
O=C(/C=C/c1ccccc1)NCCc1nc2ccccc2[nH]1,0,i
CCC(C)NC(=O)N[C@@H](CCSC)C(=O)OC (stereo not given in full),-0.04,i
O=C(CCn1cccc1)NCCc1ccc(Cl)cc1,-0.43,i
Cc1nc2oc3c(NCC4CCCO4)ncnc3c2c2c1COC(C)(C)C2 (stereo not given),-0.29,i
CN(CC(=O)Nc1ccc(F)c(F)c1F)C(=O)CCc1nc2sc3c(c2c(=O)[nH]1)CCCC3,2,i
CCn1c(SCC(=O)NC2CCCCC2)nnc1-c1cccs1,-2.2,i
O=C(Nc1ccc2c(c1)OCCO2)C1CCN(S(=O)(=O)c2cccs2)CC1,1.4,i
CCc1ccc(C(C(=O)NC2CCCC2)N(C(=O)/C=C/C(=O)Nc2cc(C)on2)c2ccccc2C)cc1 (stereo not given),0.46,i
COc1ccc(NCC(=O)Nc2ccc(Cl)cc2C)c(OC)c1,0,i
CCN(CC)CCCC(C)NC(=O)c1cccc(S(=O)(=O)N2CCc3ccccc32)c1 (stereo not given),-2,i
Cn1c(Cn2cnc3ccccc32)nnc1SCc1ccccc1,-1,i
CCS(=O)(=O)c1nc(S(=O)(=O)c2ccc(C)cc2)c(N2CC(C)OC(C)C2)s1 (stereo not given),-0.06,i
CCOC(=O)c1c(NC(=O)c2cccnc2Cl)sc(C(=O)N(C)C)c1C,-0.08,i
